# Screening data as filed in PubChem BioAssay.
# CHRM4 agonist – CHRM4 agonism in calcium assay; CHO-K1 hM4/Gqi5, Fluo-8 calcium fluorescence; vehicle 0%, full acetylcholine response 100%; activation, % at 3 µM; hit rate 0.14% among 360,000; AID 624127;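 active means activation above the run mean over all test wells plus 3 SD, cut at about 32% in these data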;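 further: peak over basal fluorescence ratio per well then scaled between controls; 0% = DMSO wells and 100% = acetylcholine at EC100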
# CHRM4 PAM – potentiates acetylcholine response at human M4 receptor. P08173. AID 624126. CHO-K1 hM4/Gqi5, Fluo-8 calcium fluorescence, ACh EC20; 0% = ACh EC20, 100% = maximal ACh. hit rate 0.4% among 360,000. activation, % at 3 µM;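 active means activation above its plate's cutoff, the mean activation of sample wells plus 3 SD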; further: some results filed as inactive read as strong as hits
# CHRM5 antagonist – antagonists of human muscarinic M5 receptor (CHRM5). P08912. CHO-hM5 cells, Fluo-8 calcium fluorescence, ACh EC80. inhibition, % at 3 µM. hit rate 0.59% among 360,000. AID 624040;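 active means inhibition above a per-plate cutoff, the mean of that plate's test compounds plus 3 SD, cut at about 27% in these data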;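 further: 0% = acetylcholine EC80 with DMSO and 100% = DMSO without agonist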
# Target sequence (P08912 whole entry, looked up): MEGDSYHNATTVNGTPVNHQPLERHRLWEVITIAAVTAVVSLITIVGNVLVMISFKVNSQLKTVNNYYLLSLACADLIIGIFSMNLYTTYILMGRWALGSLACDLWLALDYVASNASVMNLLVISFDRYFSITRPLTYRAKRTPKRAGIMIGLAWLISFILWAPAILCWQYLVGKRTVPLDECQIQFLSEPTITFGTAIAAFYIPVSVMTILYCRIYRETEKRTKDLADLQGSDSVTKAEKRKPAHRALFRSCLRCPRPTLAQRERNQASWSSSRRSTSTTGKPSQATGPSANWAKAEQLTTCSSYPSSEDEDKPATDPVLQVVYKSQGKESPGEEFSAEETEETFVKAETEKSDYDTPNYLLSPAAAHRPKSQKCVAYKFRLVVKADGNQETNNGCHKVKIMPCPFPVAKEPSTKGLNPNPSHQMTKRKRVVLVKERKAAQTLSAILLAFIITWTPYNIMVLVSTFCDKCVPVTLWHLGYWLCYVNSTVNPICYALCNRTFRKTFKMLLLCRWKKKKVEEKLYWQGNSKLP
# CRFBP-R2 agonist – agonists of human CRF-binding protein/CRF-R2 receptor complex | hit rate 0.46% among 350,000 | HEK293 CRF-R2/CRF-BP, calcium dye fluorescence (FLIPR); percent of saturating CRF peptide response | activation, % at 13.2 µM;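 active means activation of at least 50%, plus an integration ratio under a set limit after plate pattern correction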;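 further: plate controls were neutral control wells without compound for no effect and CRF at EC100 for full effect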
# CHRM1 PAM – potentiates human M1 receptor response to acetylcholine; CHO-K1 hM1, Fluo-8 calcium fluorescence, ACh EC20; 0% = ACh EC20, 100% = maximal ACh; activation, % at 3 µM; hit rate 0.088% among 360,000; in the data active means activation above about 19%, passing the limit was not always enough
# Target sequence (P11229 whole entry, looked up): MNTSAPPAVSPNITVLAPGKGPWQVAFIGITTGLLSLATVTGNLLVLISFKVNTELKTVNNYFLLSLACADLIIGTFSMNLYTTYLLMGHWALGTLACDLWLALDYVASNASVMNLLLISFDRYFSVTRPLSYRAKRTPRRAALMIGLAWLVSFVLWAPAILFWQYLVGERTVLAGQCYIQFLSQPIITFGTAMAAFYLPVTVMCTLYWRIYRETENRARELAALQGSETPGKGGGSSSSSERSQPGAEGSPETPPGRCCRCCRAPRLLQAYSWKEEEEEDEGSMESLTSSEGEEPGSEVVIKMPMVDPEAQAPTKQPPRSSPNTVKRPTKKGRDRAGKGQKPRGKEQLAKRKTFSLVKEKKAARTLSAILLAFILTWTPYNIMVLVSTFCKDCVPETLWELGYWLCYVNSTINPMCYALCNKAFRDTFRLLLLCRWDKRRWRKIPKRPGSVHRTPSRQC
# CHRM5 agonist – agonists of human muscarinic M5 receptor (CHRM5); CHO-K1 hM5 cells, Fluo-8 calcium fluorescence; 0% DMSO wells, 100% maximal acetylcholine response; P08912; activation, % at 3 µM; hit rate 0.19% among 360,000;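 active means activation above the run's mean over test compounds plus 3 SD, cut at about 23% in these data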;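 further: signal is peak over basal fluorescence ratio across the kinetic read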
# CHRM5 PAM – positive allosteric modulators of human muscarinic M5 receptor. P08912. CHO-K1 hM5, Fluo-8 calcium, ACh EC20 PAM; 0% = ACh EC20, 100% = ACh EC100. activation, % at 3 µM. hit rate 0.3% among 360,000. AID 624038;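 active means activation above the run cutoff, the mean activation of all test compounds plus 3 SD, cut at about 18% in these data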
#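 Assay system: CHO-K1 hM5 cells / Incubation: Fluo-8 loading 80 min at 37 °C plus 30 min room temperature / Technique: Fluo-8 calcium dye fluorescence, kinetic read / Repeats: single replicate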
# CHRM4 antagonist – blocks acetylcholine activation of human M4 receptor; P08173; CHO-hM4 cells, ACh EC80, Fluo-8 calcium fluorescence; inhibition, % at 3 µM; hit rate 0.73% among 360,000; AID 624125;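 active means inhibition above its plate's cutoff, the mean inhibition of sample wells plus 3 SD, cut at about 27% in these data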;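 further: 0% = acetylcholine EC80 with DMSO and 100% = DMSO without agonist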
# CRFBP-R2 block – blocks CRF-induced signaling of the CRF-BP/CRF-R2 complex | inhibition, % at 11.8 µM | HEK293 CRF-R2/CRF-BP, CRF-induced calcium fluorescence | hit rate 0.59% among 350,000;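 active means inhibition of the ligand-induced calcium signal above about 50% at the single tested concentration, limit read from the data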
# The depositor's hits bear a star; / = not tested or not shown.
# Below each SMILES: CHRM4 agonist, CHRM4 PAM, CHRM5 antagonist, CRFBP-R2 agonist, CHRM1 PAM, CHRM5 agonist, CHRM5 PAM, CHRM4 antagonist, CRFBP-R2 block
- COC(=O)C1=C[C@@H](C(=O)OC)[C@@H]2C3=C(C(=O)[C@@]2(C)NC(=O)c2ccccc2)[C@H](c2ccccc2)[C@@H]2C(=O)NC(=O)[C@@H]2[C@@H]3C1
    1, 8, 9, -0.2, -2, 3, -7, 8, -2
- COc1ccc2c(c1)CCc1c(C(=O)Nc3c(C)nn(Cc4ccccc4)c3C)noc1-2
    4, -4, -1, -0.6, 2, 0, -7, -3, -9
- COc1ncnc2c1oc1nc(C(C)C)c3c(c12)CC(C)(C)OC3
    1, -1, -2, 1.1, 5, 1, -2, 4, -2
- CCn1cc(C(C)NC(=O)Nc2ccc3c(c2)OCO3)c(C)n1 (stereo not given)
    1, 1, 7, -1.1, -1, 4, 4, -3, -6
- O=C(O)c1cccc(S(=O)(=O)NCCC(c2ccccc2)c2ccccc2)c1
    1, 23*, 0, 2.3, 8, -7, 12, -26, -4
- Cc1cc(S(=O)(=O)N2CCOCC2)c(C)s1
    1, -3, 11, -0.8, -6, -1, -2, 6, -10
- O=C(Cn1cnc2ccccc2c1=O)NCCC(=O)Nc1ccccc1C(F)(F)F
    2, 6, 11, -0.1, 8, -5, -4, 2, -2
- COCCSc1nnc(NC(=O)C(C)(C)C)s1
    1, 10, -1, -1.5, 6, -2, 3, -1, 32
- O=C(N1CCCC1)C12CC3CC(CC(C3)C1)C2
    -1, 6, -3, 0.1, 7, 0, 4, -5, 7
- Cc1cc(NC(=O)CSc2nnnn2C)n(-c2ccccc2)n1
    0, 21, -4, -1.9, -1, -3, 4, -9, -1

# Arranged by length of the SMILES (lowest first): some entries from above.
# Below each SMILES: CHRM4 agonist, CHRM4 PAM, CHRM5 antagonist, CRFBP-R2 agonist, CHRM1 PAM, CHRM5 agonist, CHRM5 PAM, CHRM4 antagonist, CRFBP-R2 block
- COCCSc1nnc(NC(=O)C(C)(C)C)s1
    1, 10, -1, -1.5, 6, -2, 3, -1, 32
- Cc1cc(S(=O)(=O)N2CCOCC2)c(C)s1
    1, -3, 11, -0.8, -6, -1, -2, 6, -10
- O=C(N1CCCC1)C12CC3CC(CC(C3)C1)C2
    -1, 6, -3, 0.1, 7, 0, 4, -5, 7
- Cc1cc(NC(=O)CSc2nnnn2C)n(-c2ccccc2)n1
    0, 21, -4, -1.9, -1, -3, 4, -9, -1
- CCn1cc(C(C)NC(=O)Nc2ccc3c(c2)OCO3)c(C)n1 (stereo not given)
    1, 1, 7, -1.1, -1, 4, 4, -3, -6
- COc1ncnc2c1oc1nc(C(C)C)c3c(c12)CC(C)(C)OC3
    1, -1, -2, 1.1, 5, 1, -2, 4, -2
- O=C(Cn1cnc2ccccc2c1=O)NCCC(=O)Nc1ccccc1C(F)(F)F
    2, 6, 11, -0.1, 8, -5, -4, 2, -2
- COC(=O)C1=C[C@@H](C(=O)OC)[C@@H]2C3=C(C(=O)[C@@]2(C)NC(=O)c2ccccc2)[C@H](c2ccccc2)[C@@H]2C(=O)NC(=O)[C@@H]2[C@@H]3C1
    1, 8, 9, -0.2, -2, 3, -7, 8, -2

# Next section:
# Below each SMILES: CHRM4 agonist, CHRM4 PAM, CHRM5 antagonist, CRFBP-R2 agonist, CHRM1 PAM, CHRM5 agonist, CHRM5 PAM, CHRM4 antagonist, CRFBP-R2 block
- Cc1nc(C)c(C(=O)N/N=C/c2ccco2)s1
    0, 4, 7, -1.8, 8, -2, -7, -1, -3
- O=C(Nc1ccc(S(=O)(=O)N2CCOCC2)cc1)c1ccc([N+](=O)[O-])s1
    0, 9, 2, -0.5, 11, 2, 5, -9, 3
- O=C(O)CCSSCCC(=O)O
    0, 4, -4, 0.4, 9, 2, -1, -1, 4
- O=C(NCc1ccccc1)c1ccc(OC2CSC2)cc1
    0, 8, -3, 0.8, 4, -12, 7, -6, 5
- CCOC(=O)c1ccccc1NC(=O)COC(=O)c1ccc(OCC(=O)N2CCOCC2)c(OCC)c1
    3, 2, -2, -0.1, 5, 4, -2, -1, 4
- O=C(c1cc(-c2ccccn2)nc2c(Cl)cccc12)N1CCN(C(=O)C2CCCO2)CC1 (stereo not given)
    2, 7, 0, 0.8, 7, 1, -1, 3, -5
- CC(=O)c1c(OC(=O)c2ccccc2)ccnc1C(F)(F)F
    1, 4, 1, -0.6, 13, 2, 5, 4, -2
- CCCOc1ccc(C(=O)c2nc3c(n2O)CCCCC3)cc1
    2, 6, 3, -0.4, 1, 3, -3, 1, -13
- O=C1NC(=S)N/C1=C/c1ccc2c(c1)OCO2
    0, -2, 6, -0.5, 0, -3, -2, -3, 4
- Cc1cc(Br)ccc1NC(=O)CCSc1ccccc1
    1, -3, -4, -0.1, -11, -5, -2, -1, 20

# Further results follow:
# Below each SMILES: CHRM4 agonist, CHRM4 PAM, CHRM5 antagonist, CRFBP-R2 agonist, CHRM1 PAM, CHRM5 agonist, CHRM5 PAM, CHRM4 antagonist, CRFBP-R2 block
- Cc1nn(-c2ccccc2)c(N2CCCC2)c1/C=N/NC(=O)c1cc(-c2cccs2)nc2ccccc12
    3, -8, 8, -2.0, 2, 0, -12, -4, 5
- CN(c1ccccc1)S(=O)(=O)c1cccc(C(=O)OCC(=O)Nc2ccc(C(N)=O)cc2)c1
    4, -6, 15, -1.7, -2, -1, -11, 12, 1
- CC1CCN(S(=O)(=O)c2ccc(S(=O)(=O)NCC3COCCO3)cc2)CC1 (stereo not given)
    0, 10, 11, 0.3, 3, -5, -5, -1, 18
- N=C1C(c2nc3ccccc3s2)=C(O)CN1NC(=O)c1ccccc1[N+](=O)[O-]
    0, 1, 5, -0.5, -2, -4, -4, 3, 3
- COC(=O)c1ccccc1OCCCN(C)C
    0, -2, 2, 0.0, 5, -8, -4, 0, 4
- CCc1cc2ccc(OC)cc2nc1SCC(=O)NNC(=O)c1ccco1
    1, -5, -1, -1.4, -1, -2, -9, 5, -24
- CCc1ccc(NC(=O)C2CCN(S(=O)(=O)c3ccc4c(c3)CC(C)N4C(C)=O)CC2)cc1 (stereo not given)
    18, -11, 12, 1.0, -13, 6, -20, 5, 1
- CC(C)C[C@@H](CNCC(=O)[C@H](Cc1c[nH]c2ccccc12)NC(=O)c1[nH]cnc1C(=O)N[C@@H](C)CN)NC(=O)c1nc[nH]c1C(=O)N[C@@H](CC(=O)O)C(=O)O
    0, 1, -3, 0.1, 12, 1, 6, 5, 18
- CN(CC(=O)Nc1ccc2c(c1)OCCO2)S(=O)(=O)c1cccc2cccnc12
    7, 0, 4, 0.0, 7, 3, -11, -6, 8
- O=[N+]([O-])c1ccc(S(=O)(=O)NCC2CCCO2)cc1 (stereo not given)
    1, -8, 5, -0.6, 5, -2, -9, 5, -11

# (list continues)
# Below each SMILES: CHRM4 agonist, CHRM4 PAM, CHRM5 antagonist, CRFBP-R2 agonist, CHRM1 PAM, CHRM5 agonist, CHRM5 PAM, CHRM4 antagonist, CRFBP-R2 block
- Cc1cccc2nc3c(nc12)CCCC3
    1, 15, 2, 1.0, 6, -2, 1, -8, 6
- COCCNC(=O)C1CC(c2ccc(C(F)(F)F)cc2)=NO1 (stereo not given)
    6, 11, 10, 2.9, 3, 4, -1, 0, 8
- O=c1cc(-c2ccccc2)nc2nc(-c3ccco3)[nH]n12
    1, 5, 1, -1.6, 2, 2, 4, 3, -8
- CC1Cc2ccccc2N1C(=O)CSc1ncccn1 (stereo not given)
    0, -1, 14, -0.9, 7, -2, -4, 3, 3
- COCCn1c(SCC(=O)Nc2ccccc2OC)nnc1-c1ccco1
    1, -3, 9, 1.3, 6, -2, -1, -1, -1
- Cc1ccc(NC(=S)NC(CO)C(O)c2ccc([N+](=O)[O-])cc2)cc1 (stereo not given)
    1, 2, -12, 8.8, 2, 3, 6, 2, 16
- Cc1ccc(-c2nc3ncccn3c2NC2CCCCC2)o1
    2, -3, 1, -6.3, 1, 3, -2, -1, 29
- Cc1c([N+](=O)[O-])c([N+](=O)[O-])nn1CC(=O)NCc1cccnc1
    0, -1, -3, -0.6, 3, -7, 0, 3, 22
- CCN(CC)S(=O)(=O)c1ccc(C(=O)NC(=S)N2CCCCC2C)cc1 (stereo not given)
    1, 4, 4, -1.9, 11, 1, -3, -7, 6
- Cc1ccc(CCNC(=O)c2cc(-c3ccncc3)nc3ccccc23)cc1
    10, -11, 6, -0.4, 2, -8, 0, -9, 0

# Following part.
SMILES	CHRM4 agonist	CHRM4 PAM	CHRM5 antagonist	CRFBP-R2 agonist	CHRM1 PAM	CHRM5 agonist	CHRM5 PAM	CHRM4 antagonist	CRFBP-R2 block
Cc1ccccc1C(=O)c1cccn1CC(=O)NCCCN1CCc2ccccc2C1	1	-5	5	-0.4	9	-5	9	2	9
CCOc1ccccc1C(=O)OCC(=O)Nc1ncc(C(F)(F)F)cc1Cl	-1	-6	-3	1.3	-4	0	-2	10	12
COc1ccc(CCN(Cc2cccs2)S(=O)(=O)c2ccc(S(=O)(=O)N3CCC(C)CC3)cc2)cc1OC	1	0	3	1.4	-3	-3	1	10	-3
O=C1OC[C@@H]2CCCN2C(=O)[C@H](CC(=O)N(CCO)Cc2ccccc2)C/C=C\CC[C@H]1Cc1ccc(F)cc1	4	-2	9	-1.2	1	5	3	9	-12
Cc1ccc(CNC(=O)COC(=O)COc2ccc(C#N)cc2)cc1	0	2	8	0.1	1	1	-5	3	-1
COc1ccc(C2CC(C(F)(F)F)n3nc(C(=O)O)cc3N2)cc1 (stereo not given)	0	-2	6	-1.0	5	2	-2	2	14
COC(=O)[C@@]1(Sc2ccc(C)cc2)CC(=O)N[C@@H]1c1ccccc1	6	-1	6	/	/	4	-4	0	/
Cc1cccc(Cn2c(=O)c3c(nc4n3CCCN4Cc3ccccc3)n(C)c2=O)c1	1	-1	-3	2.1	5	-2	8	2	10
CCCc1nc2ccccc2n1C(CC)C(=O)NC(C)(C)C (stereo not given)	1	13	11	/	/	-4	-5	-9	/
COc1cc(OC)cc(-c2sc3ccc(OC)cc3c2C#CC2(N)CCCCC2)c1	6	9	7	0.2	-6	5	5	18	-13
Cc1ccccc1NS(=O)(=O)c1cccc(C(=O)Nc2cccc(C(=O)O)c2)c1	0	3	-2	1.2	-1	6	4	8	5
Cc1ccccc1OCC(=O)N(Cc1cccc(F)c1)C1CCS(=O)(=O)C1 (stereo not given)	2	1	7	-0.2	1	-2	-4	9	0
Cc1nn(CCc2n[nH]c(=S)n2-c2ccc(F)cc2)c(C)c1[N+](=O)[O-]	0	6	-2	-0.7	-1	2	2	2	26
COc1cccc(NC(=O)[C@H](Cc2c[nH]c3ccccc23)NC(=O)[C@@H]2Cc3ccccc3CN2)c1	10	-4	7	0.7	4	1	-9	-22	2
CC(=O)c1ccc(N2CCN(C(=S)Nc3ccc(Oc4ccccc4)cc3)CC2)cc1	13	-21	35*	2.6	-7	2	-31	19	29

# Later entries:
SMILES	CHRM4 agonist	CHRM4 PAM	CHRM5 antagonist	CRFBP-R2 agonist	CHRM1 PAM	CHRM5 agonist	CHRM5 PAM	CHRM4 antagonist	CRFBP-R2 block
O=C(Nc1ccc(N2CCOCC2)cc1)c1nc2ccccc2s1	1	4	6	2.8	11	-6	3	16	-3
CCOC(=O)C1=C(C)NC2=C(C(=O)c3ccccc32)C1c1ccc(O)cc1 (stereo not given)	4	5	-2	-0.8	0	0	-6	-2	-5
COc1ccc(-c2cn3cc(C(F)(F)F)cc(Cl)c3n2)cc1	0	-1	8	-1.1	6	-11	5	3	-12
COc1ccccc1O	0	-1	10	-0.7	0	1	-1	3	-13
[O-]/[N+](=C\C=C\c1ccccc1)c1ccccc1	0	-4	-3	-1.4	27	-1	0	11	25
